# Screening results deposited in PubChem BioAssay by several laboratories.
# RTF Ca sens inh = cardiac RTF calcium sensitivity inhibitors, primary screen, biochemical, IANBD-TnC fluorescence, EC70 calcium. Troponin I, cardiac muscle (Homo sapiens) + Troponin T, cardiac muscle (Homo sapiens) + …. IANBD-labeled cardiac RTF, Ca2+ fluorescence. inhibition, % at 7.15 µM. 0.12% of 340,000 active. AID 493244, 2011;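 active = inhibition above the mean inhibition of all tested compounds plus 3 SD, cut at about 17% in these data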;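 note: assay run at fixed EC70 calcium of 1.6 mM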
# OPRM1-OPRD1 inv = inverse agonists of MOR-DOR heterodimerization, primary screen, cell-based, luminescence; Mu-type opioid receptor (Homo sapiens) + Delta-type opioid receptor (Homo sapiens), …; cell-based MOR-DOR heterodimer luminescence, inverse agonism; inhibition, % at 9.3 µM; 0.21% of 340,000 active; in the data active = inhibition above about 22%, passing the limit was not always enough;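 note: 0% = cells with DMSO and 100% = wells without cells with DMSO; values of inactives mirror those of a sister screen read the other way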
# MOR-DOR ag = agonists of OPRM1-OPRD1 heterodimerization, primary screen, cell-based, luminescence; cells; 0.3% of 340,000 active; activation, % at 9.3 µM; in the data active = activation above about 18%;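 note: 0% = vehicle-treated cells and 100% = reference agonist; values of inactives mirror those of a sister screen read the other way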
# DSG3 Ab inh = inhibitors of pemphigus antibody binding to DSG3, primary screen, biochemical, bead-based, flow cytometry, scFv-GFP; AID 588358, 2011; 0.48% of 310,000 active; binding (percent of control), % at 10 µM; DSG3-coupled beads, scFv-anti-DSG3-GFP binding; stronger effect = lower value; Desmoglein-3 (Homo sapiens), P32926;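 active = binding more than 3 SD below its plate's average and above zero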;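 note: hits lower antibody fragment binding to DSG3; some compounds called inactive have numbers as strong as hits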
# Target sequence (P32926 whole entry, looked up, the tested form may be a part): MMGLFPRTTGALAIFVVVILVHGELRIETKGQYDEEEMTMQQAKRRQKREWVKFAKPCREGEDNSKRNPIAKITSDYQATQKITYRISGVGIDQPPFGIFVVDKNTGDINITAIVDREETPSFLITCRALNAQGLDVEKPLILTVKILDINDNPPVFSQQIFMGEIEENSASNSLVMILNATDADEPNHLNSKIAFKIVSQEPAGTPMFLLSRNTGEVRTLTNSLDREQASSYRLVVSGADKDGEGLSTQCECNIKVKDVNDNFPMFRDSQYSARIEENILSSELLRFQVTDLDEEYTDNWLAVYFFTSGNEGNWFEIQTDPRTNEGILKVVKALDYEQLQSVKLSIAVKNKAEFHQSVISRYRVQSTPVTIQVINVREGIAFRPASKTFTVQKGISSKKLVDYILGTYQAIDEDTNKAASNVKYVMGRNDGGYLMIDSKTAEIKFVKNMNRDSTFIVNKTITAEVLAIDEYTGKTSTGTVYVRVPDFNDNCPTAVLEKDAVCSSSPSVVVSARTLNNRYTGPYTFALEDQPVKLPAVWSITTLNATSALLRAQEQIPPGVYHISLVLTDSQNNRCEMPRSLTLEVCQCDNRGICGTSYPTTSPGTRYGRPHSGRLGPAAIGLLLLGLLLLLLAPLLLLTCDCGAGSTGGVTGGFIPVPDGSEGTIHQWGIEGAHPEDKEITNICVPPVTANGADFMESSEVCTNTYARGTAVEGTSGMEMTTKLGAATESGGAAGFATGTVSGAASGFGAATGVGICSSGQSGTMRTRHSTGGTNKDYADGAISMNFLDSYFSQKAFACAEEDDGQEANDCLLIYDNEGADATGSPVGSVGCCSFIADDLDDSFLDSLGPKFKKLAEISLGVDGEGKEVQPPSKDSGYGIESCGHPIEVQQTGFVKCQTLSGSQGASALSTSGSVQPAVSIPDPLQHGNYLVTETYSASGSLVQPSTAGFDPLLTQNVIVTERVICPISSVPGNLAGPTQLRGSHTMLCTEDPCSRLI
# Keap1-Nrf2 PPI = Keap1-Nrf2 protein-protein interaction inhibitors, primary screen, biochemical, fluorescence polarization, single point. Kelch-like ECH-associated protein 1 (Homo sapiens), Q14145. Keap1 Kelch-Nrf2 peptide fluorescence polarization, 1536-well. inhibition, % at 9.4 µM. 0.15% of 340,000 active; in the data active = inhibition above about 12%;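 note: human Keap1 Kelch domain with fluorescein labeled Nrf2 9mer peptide probe; 0% = neutral control wells and 100% = peptide positive control; higher means more block of Keap1 binding to Nrf2 peptide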
# Arrestin-AP2 inh = inhibitors of beta-arrestin/AP2 binding, primary screen, biochemical, GPCR trafficking, flow cytometry; FITC-arrestin peptide / GST-AP2 beads; AP2 beta2 appendage carries R879A mutation; inhibition, % at 10 µM; 0.31% of 340,000 active; AID 504490, 2011;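 active = inhibition above a set limit, near 3 SD of compounds lacking own fluorescence, cut at about 54% in these data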;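 note: plate controls were DMSO wells for no effect and 5 µM unlabelled arrestin peptide for full effect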
#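 Test system: GST-tagged AP2 beta2-adaptin appendage (R879A) on 4 µm glutathione beads; also added: fluorescein-tagged arrestin peptide at 50 nM final; timing: 12 min plus 1 h, RT; signal: flow cytometry, FL1 (488/535 nm); read-out: percent drop in bead-associated FITC signal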
# C-LANA FP = inhibitors of KSHV C-LANA binding to DNA, primary screen, biochemical, fluorescence polarization, FAM-LBS DNA, MBP-C-LANA, single point. inhibition, % at 9 µM. 0.078% of 340,000 active;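 active = highest replicate inhibition at or above 60% at 9 µM, even if other replicates fall short; inactive = all replicates below 60% inhibition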;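 note: 0% = neutral control wells and 100% = 4 µM acridine orange control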
# cardiac RTF act = cardiac RTF calcium sensitivity activators, primary screen, biochemical, IANBD-TnC fluorescence, EC20 calcium; 0.24% of 340,000 active; Troponin I, cardiac muscle (Homo sapiens) + Troponin T, cardiac muscle (Homo sapiens) + …; AID 493008, 2010; IANBD-labeled TnC RTF fluorescence at EC20 calcium; 0% EC20 calcium, 100% full calcium; activation, % at 7.2 µM;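 active = activation above the mean over all tested compounds plus 3 SD, cut at about 30% in these data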;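 note: rise in fluorescence read as greater calcium sensitivity of cardiac thin filaments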
# Wnt act = Wnt/beta-catenin pathway activators, primary screen, cell-based, plate reader, single point; Wnt/beta-catenin reporter cell assay, activator; activation, % at 9.35 µM; 1.2% of 300,000 active; AID 743398, 2014; in the data active = activation above about 30%, passing the limit was not always enough;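 note: 0% = neutral control wells and 100% = positive control wells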
# V-ATPase pH = regulators of yeast V-ATPase proton pumping, primary screen, pHLuorin cytosolic pH fluorescence. response, % at 10 µM. AID 504577, 2011. S. cerevisiae. 0.37% of 350,000 active; in the data active = response mostly above about 7.3%, no sharp cut-off; inactive = mostly below about 5.4%; note: actives read high; inactives centre near 0; some compounds called inactive have numbers as strong as hits; reference of the scale not given here
# An asterisk follows results filed as active; i = inactive; . = no result given.
RTF Ca sens inh	OPRM1-OPRD1 inv	MOR-DOR ag	DSG3 Ab inh	Keap1-Nrf2 PPI	Arrestin-AP2 inh	C-LANA FP	cardiac RTF act	Wnt act	V-ATPase pH	Compound
-7	13	-3.3	103	0	7	-0.5	-2	1	1	CCN(C(=O)CSc1nc2ccccc2c(=O)n1-c1ccccc1F)C1CCS(=O)(=O)C1 (centres undefined)
-5	-11	2.4	102	-1	35	-1.5	5	.	-4	CCC1(CC)N([O-])C(C)=C(c2ccccc2)[N+]1=O
-11	4	-0.7	102	-1	-17	0.0	4	-2	0	CC(C)CC(=O)N1CCN(C(=O)c2ccco2)CC1
-4	15	-3.0	.	-2	45	1.0	-4	-3	6	CSc1nccc(-c2sc(SC)c(C#N)c2-c2ccccc2)n1
-2	14	-2.6	97	2	-1	-0.8	-2	.	1	CCOc1ccc(-c2nnc3ccc(SCc4ccc(C(=O)OC)o4)nn23)cc1
-1	-26	5.3	.	-5	0	-0.8	7	-3	4	CCCc1c(C(=O)Nc2ccc(C(F)(F)F)cc2)cnn1-c1ccccc1
0	11	-2.5	.	3	-29	-0.3	-3	-1	-2	Cn1c(Cc2ccccc2)nnc1SCCC(=O)Nc1ccccc1
14	6	-1.1	104	3	13	-0.7	2	-1	-3	COc1ccc(NS(=O)(=O)c2cccc(C(=O)NNC(=O)NCCCl)c2)cc1
-27	-20	3.1	101	-5	-7	0.1	4	7	-2	CCCc1[nH]nc2c1C1(CCN(C(=O)OCc3ccccc3)CC1)C(C#N)=C(N)O2
-5	0	0.0	103	1	-12	1.6	-3	1	2	COc1ccc(Cl)cc1S(=O)(=O)N1CCN=C1C
3	-8	1.3	102	-22	6	-0.8	1	.	2	CC(C)c1nc2sc3c(SCC(=O)NCc4ccco4)ncnc3c2c2c1CCC2
-2	-14	2.4	105	-3	-1	0.0	-2	-1	-6	O=C(CSc1nc2ccccc2s1)NCCCN1CCOCC1
2	14	-3.0	98	-6	-1	-1.5	-3	1	1	Cc1nn(-c2ccccc2)c(C)c1/C=C/C(=O)OCC(=O)N(C)C1CCS(=O)(=O)C1 (centres undefined)
-8	12	-2.3	109	-8	4	0.1	2	0	4	Cc1ccc(C(C)C)c(OCC(=O)NNC2=CC(=O)CC(C)(C)C2)c1
10	13	-3.9	107	-5	-5	-0.8	0	-1	1	COc1ccc(N2CC(C(=O)Nc3nnc(SCC(=O)N4CCCC4)s3)CC2=O)cc1 (centres undefined)
-25	5	-0.6	135	5	1	0.9	-8	6	4	CCOc1ccc(NC(=O)COc2ccc3c(c2)OCO3)cc1
0	18	-3.2	101	2	-6	-1.1	2	.	1	O=C(NC1(C(F)(F)F)NC(=O)N(CC2CCCCC2)C1=O)c1ccco1 (centres undefined)
4	-12	1.9	.	3	32	1.1	-7	21	4	O=C(c1cc(-c2cccc(Cl)c2)on1)N1CCCCCC1
6	-2	0.4	93	-1	9	-1.3	-2	-2	2	CC1NC(C)c2c(ccc3ccccc23)O1 (centres undefined)
-2	12	-2.9	104	-1	4	-0.7	-8	1	-3	O=C(c1cccc(F)c1)N1CCN(Cc2c[nH]c3ccccc23)CC1

# The final 3 compounds of the section before come first, to join the parts.
RTF Ca sens inh	OPRM1-OPRD1 inv	MOR-DOR ag	DSG3 Ab inh	Keap1-Nrf2 PPI	Arrestin-AP2 inh	C-LANA FP	cardiac RTF act	Wnt act	V-ATPase pH	Compound
4	-12	1.9	.	3	32	1.1	-7	21	4	O=C(c1cc(-c2cccc(Cl)c2)on1)N1CCCCCC1
6	-2	0.4	93	-1	9	-1.3	-2	-2	2	CC1NC(C)c2c(ccc3ccccc23)O1 (centres undefined)
-2	12	-2.9	104	-1	4	-0.7	-8	1	-3	O=C(c1cccc(F)c1)N1CCN(Cc2c[nH]c3ccccc23)CC1
-5	-5	0.6	104	-3	-15	-1.3	-6	4	-4	CC1CCN(C(=O)CS(=O)(=O)Cc2ccccc2)CC1
-6	4	-1.1	.	-5	8	-2.4	1	-2	-2	COc1ccc(N(C)S(=O)(=O)c2cccc(C(=O)Nc3cccc(C(=O)NC4CC4)c3)c2)cc1
0	13	-2.7	78	4	8	-0.3	-1	5	0	CS(=O)(=O)c1ccc(C(=O)Nc2ccc(-c3nc4ccccc4[nH]3)cc2)cc1
-6	0	0.1	97	-1	53	-2.1	1	-1	1	CCOC(=O)C1(Cc2cccc(F)c2)CCN(C(=O)C2CCC2)CC1
-4	6	-1.2	123	1	-10	0.3	-2	0	1	Cn1c(=O)c2c(nc3n2CC(O)CN3c2ccc(O)cc2)n(C)c1=O (centres undefined)
4	18	-3.4	102	-7	11	-0.4	-1	-1	0	CCOC(=O)c1ccccc1NC(=O)c1ccc2c(=O)n3c(nc2c1)CCCCC3
-13	3	-0.7	98	2	-2	-1.4	2	-2	-2	CCCc1nc2cc(CC(=O)OC)ccc2o1
8	12	-2.1	94	0	13	0.7	-6	.	1	CCOC(=O)c1c(-c2cccs2)csc1NC(C)=O
-9	-3	0.6	98	-2	1	0.1	7	-5	0	CCCCCn1c(=O)[nH]c2cc(C(=O)NCCCN3CCC(C)CC3)ccc2c1=O
7	8	-1.5	101	-3	1	-1.2	0	1	-1	CC1=NC(C)(C)Cc2cc(C)c(C)cc21
-2	10	-2.1	101	-3	14	-0.2	-16	1	-3	CCCCOc1c(Cl)cc(C(=O)N2CCN(CC(=O)N3CCCC3)CC2)cc1OCC
-1	24	-4.8	116	2	-2	-0.9	-2	0	-4	Cn1ncc(Cl)c1C(=O)NCC1CCCO1 (centres undefined)
-6	0	0.0	87	1	19	-0.9	-2	-1	0	Cc1ccc(C2C3=C(CCCC3=O)OC3=C2C(=O)CCC3)cc1
-6	9	-1.8	104	-7	-2	-2.3	-6	-2	-1	C[C@@H]1ON(C)[C@H]2C[C@H]3c4cc(-c5cccc(F)c5)ccc4CCN3C(=O)[C@@H]12
-10	3	-0.7	98	-5	-7	-2.7	-2	.	4	Cc1ccc(C2CC(=O)NC3=C2C(=O)CCC3)cc1Br (centres undefined)
2	7	-1.4	118	1	21	-1.7	3	1	1	COc1ccc(C2NC(=O)CCC2[N+](=O)[O-])cc1 (centres undefined)
-4	3	-0.7	i	-4	-3	5.7	-2	-1	1	CCOC(=O)C1=C(c2ccccc2)c2ccc(OC)cc2N(S(=O)(=O)C(F)(F)F)C1C(=O)OCC (centres undefined)
-3	6	-1.1	104	2	36	2.1	-4	0	-1	Cc1cccc(N2CCN(C(=O)C3CC(=O)N(C4CCCC4)C3)CC2)c1C (centres undefined)
4	0	0.0	92	-6	2	3.7	-2	0	1	COc1ccc(C(=O)n2nc(C)c(Br)c2C)cc1OC
-5	-13	2.4	111	2	20	-0.1	-2	3	-3	O=C(CSc1ccc(F)cc1)Nc1ccc(N2CCOCC2)c(Cl)c1

# Rewritten tab-delimited: part of the list above.
molecule	RTF Ca sens inh	OPRM1-OPRD1 inv	MOR-DOR ag	DSG3 Ab inh	Keap1-Nrf2 PPI	Arrestin-AP2 inh	C-LANA FP	cardiac RTF act	Wnt act	V-ATPase pH
CCOC(=O)c1c(-c2cccs2)csc1NC(C)=O	8	12	-2.1	94	0	13	0.7	-6	.	1
CCCCCn1c(=O)[nH]c2cc(C(=O)NCCCN3CCC(C)CC3)ccc2c1=O	-9	-3	0.6	98	-2	1	0.1	7	-5	0
CC1=NC(C)(C)Cc2cc(C)c(C)cc21	7	8	-1.5	101	-3	1	-1.2	0	1	-1
CCCCOc1c(Cl)cc(C(=O)N2CCN(CC(=O)N3CCCC3)CC2)cc1OCC	-2	10	-2.1	101	-3	14	-0.2	-16	1	-3

# Next compounds follow:
RTF Ca sens inh	OPRM1-OPRD1 inv	MOR-DOR ag	DSG3 Ab inh	Keap1-Nrf2 PPI	Arrestin-AP2 inh	C-LANA FP	cardiac RTF act	Wnt act	V-ATPase pH	Compound
4	16	-3.1	108	-6	-4	0.5	-4	5	2	Cc1ccc(-c2nc(=S)c3c(n2Cc2cccnc2)CC(C)(C)OC3)cc1
-4	2	-0.3	106	-2	-14	-1.3	-8	2	3	COc1ccc(OC)c(Nc2nc(NCCC(C)C)nc(N)c2[N+](=O)[O-])c1
-6	9	-1.7	95	-6	-8	-0.8	-3	-1	2	COC(=O)COc1ccc2oc(=O)cc(-c3cc4ccccc4o3)c2c1
-1	6	-1.2	102	4	-12	-0.9	4	1	0	CC1CC(=O)N(CC(=O)Nc2ccc(F)cc2)c2ccccc2S1(=O)=O (centres undefined)
1	20	-2.8	101	-5	1	0.2	-1	-2	1	CCN(CC)CC(O)c1cccn1-c1ccc(CNC(=O)NC(C)C)cc1 (centres undefined)
4	-4	0.9	.	2	20	-0.8	0	.	-5	Cc1ccc(Nc2n[nH]c(C)c2[N+](=O)[O-])cc1C
-7	13	-2.6	98	0	-2	0.3	-2	.	0	CCN(CC)CCN1C(=O)C(=O)/C(=C(/O)c2c(C)[nH]c(C(=O)OC)c2C)C1c1ccc(OC)cc1 (centres undefined)
-5	-3	0.4	90	1	-1	-0.3	-6	-1	-2	O=C(C1CC(=O)N(c2ccc(F)cc2)C1)N1CCCCCC1 (centres undefined)
-22	7	-1.3	105	-1	22	-0.9	0	3	2	COC(=O)C[C@H]1c2cc(F)ccc2S(=O)(=O)N1c1ccc(N(C)C)cc1
1	14	-2.8	.	.	.	.	0	1	.	Cn1c(-c2ccc(F)cc2)cc2onc(-c3c(F)cccc3Cl)c2c1=O
-1	-8	1.9	98	-3	28	-0.5	1	-1	5	N#CCc1nn(Cc2ccc(F)cc2)c(=O)c2ccccc12

# Exported in CSV form: part of the list above
SMILES,RTF Ca sens inh,OPRM1-OPRD1 inv,MOR-DOR ag,DSG3 Ab inh,Keap1-Nrf2 PPI,Arrestin-AP2 inh,C-LANA FP,cardiac RTF act,Wnt act,V-ATPase pH
CC1CC(=O)N(CC(=O)Nc2ccc(F)cc2)c2ccccc2S1(=O)=O (centres undefined),-1,6,-1.2,102,4,-12,-0.9,4,1,0
CCN(CC)CC(O)c1cccn1-c1ccc(CNC(=O)NC(C)C)cc1 (centres undefined),1,20,-2.8,101,-5,1,0.2,-1,-2,1

# Rows are unselected. About 3.1% of those tested had a hit in this group.
